Source: PubChem (National Center for Advancing Translational Sciences (NCATS))
D3 ag: agonists of human D3 dopamine receptor; P35462; D3R DiscoveRx beta-arrestin cells, luminescence, 90 min; max activation, %; 410,000 tested, 0.58% active; AID 652048; in the data active = max activation above about 30%; also: 0% is about no effect; mostly tested at two doses, the higher about 12 µM
Target sequence (P35462 whole entry, looked up): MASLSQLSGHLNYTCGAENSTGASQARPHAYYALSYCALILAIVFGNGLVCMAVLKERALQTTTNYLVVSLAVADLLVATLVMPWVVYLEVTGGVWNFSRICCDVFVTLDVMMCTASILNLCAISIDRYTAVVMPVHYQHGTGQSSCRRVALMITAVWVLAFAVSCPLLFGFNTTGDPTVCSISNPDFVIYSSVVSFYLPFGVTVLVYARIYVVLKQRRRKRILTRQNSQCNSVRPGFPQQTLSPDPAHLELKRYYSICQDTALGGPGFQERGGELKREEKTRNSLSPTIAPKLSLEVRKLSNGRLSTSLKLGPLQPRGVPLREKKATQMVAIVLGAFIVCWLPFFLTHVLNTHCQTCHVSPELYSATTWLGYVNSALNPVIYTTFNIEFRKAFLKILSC
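Agonist-mode cell screen: cells plated at 1500/well and incubated overnight at 37 °C, then exposed to library compounds for 90 min at 37 °C. Detection reagent was added for 30–60 min at room temperature, and luminescence was read.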
HT1080 IDH1KD tx: HT-1080 IDH1 knockdown cell toxicity (counter line). HT-1080 IDH1 knockdown viability, ATP luminescence, 48 h. Potency, µM (top dose mostly 46.1 µM), for the others: top-dose activity, negative = toxicity, actives largely listed as cytotoxic. 360,000 tested, 2% active. AID 686971;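 also: potency is read from the fitted curve at half-maximal effect; 0% = DMSO wells and -100% = cell-free medium wells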
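Knockdown cells (IDH1KD HT-1080) received compounds 2 h after plating at 750 cells/well and were kept 48 h at 37 °C in 5% FBS RPMI. A CellTiter-Glo luminescence read gave % activity for curve fitting.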
MCF10A rerep: DNA re-replication induction in MCF 10a cells; MCF 10A DNA re-replication, Hoechst nuclear intensity, 48 h; Potency, µM (doses to about 46.1 µM), inactives show at the top dose activity, positive = re-replication, actives largely listed as activators; 350,000 tested, 2.9% active; also: potency is read from the fitted curve at half-maximal effect; % of control where 0% means no effect; nearly all actives have a fitted effect of over 50% in size
GLP1R cytotox: cytotoxicity in counter-screen for GLP-1R inverse agonists; 410,000 tested, 0.13% active; HEK293 cAMP-luciferase reporter cells, luminescence, 24 h; Potency, µM (top dose mostly 38.3 µM), inactives show top-dose activity change, negative = inhibition, most hits filed as inhibitors;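 also: loss of luciferase light is scored as toxicity; potency is read from the fitted curve at half-maximal effect; % is scaled to controls: 0 for no effect and ±100 for the full control effect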
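Seeding density was 200 cells/uL; after overnight-length (12 h) culture, 23 nL compounds went on for 24 h at 37 °C. Readout used a luciferase detection reagent, luminescence taken after 12 min at room temperature.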
KB-3-1 cytotox: KB-3-1 parental cell cytotoxicity | KB-3-1 viability, CellTiter-Glo ATP luminescence, 72 h | Potency, µM (series often up to 46.1 µM), for inactives: at the top dose activity change, negative = cytotoxic, most hits filed as cytotoxic | 400,000 tested, 1.4% active; also: potency is read from the fitted curve at half-maximal effect; % is scaled to controls: 0 for no effect and ±100 for the full control effect; nearly all actives have a fitted effect of over 60% in size
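Cytotoxicity in the drug-sensitive parental line KB-3-1 was scored as loss of CellTiter-Glo luminescence following 72 h incubation with compound. Values come from curve fitting of normalized concentration-response data.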
KB-V1 cytotox: kills drug-selected multidrug resistant KB-V1 cells. 400,000 tested, 3.4% active. AID 1347076. Potency, µM (highest dose often 46.1 µM), without a hit: at the top dose activity change, negative = cytotoxicity, actives largely listed as cytotoxic. KB-V1 MDR cells viability, CellTiter-Glo, 72 h; also: potency is read from the fitted curve at half-maximal effect; % is scaled to controls: 0 for no effect and ±100 for the full control effect; nearly all actives have a fitted effect of over 60% in size
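KB-V1, DMEM (no phenol red) + 10% FBS; cpd pin-transferred, titration series; 72 h, 37 degrees C; CellTiter-Glo, luminescence. Data normalized, curve-fit.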
IL-1B inflam inh: inhibitors of inflammasome signaling (IL-1 beta secretion) | activity change, % at 57.5 µM | THP-1 LPS/ATP IL-1B secretion, AlphaLISA, 16 h; hits give low values | 360,000 tested, 4.7% active | AID 743279; in the data active = activity change below about -50%; inconclusive = mostly about -30% to -49%; also: % is scaled to controls: 0 for no effect and ±100 for the full control effect
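THP-1 cells pretreated 1 hr with compounds (up to 57.5 uM final), then stimulated with LPS (250 ng/mL final) plus ATP (1.25 mM final); secreted IL-1B measured by AlphaLISA after 16 hr, decreased signal indicating inhibition.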
HT1080-NT tox: kills 2HG-producing HT-1080-NT fibrosarcoma cells | HT-1080-NT fibrosarcoma viability, CellTiter-Glo ATP luminescence, 48 h | AID 686970 | 360,000 tested, 1.6% active | Potency, µM (top dose mostly 46.1 µM), for inactives: at the highest dose activity, negative = less viability, most hits filed as cytotoxic;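 also: NT is the 2HG producing partner of a matched IDH1 knockdown line; potency is read from the fitted curve at half-maximal effect; 0% = DMSO-treated cells and -100% = media-only wells without cells; nearly all actives have a fitted effect of over 55% in size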
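Viability of the 2HG-overproducing fibrosarcoma line after 48 hours of compound exposure at 37 degrees C was determined by luminescence with CellTiter-Glo, and concentration-effect curves were then fitted and categorized.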
SW480 rerep: DNA re-replication induction in SW480 cells; 340,000 tested, 1.8% active; SW480 DNA re-replication, Hoechst DNA content imaging, 48 h; Potency, µM (highest dose often 46.1 µM), inactives show at the highest dose re-replication activation, usual class: activators; also: potency is read from the fitted curve at half-maximal effect; % of control where 0% means no effect; nearly all actives have a fitted effect of over 55% in size
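Image-based DNA-content assay: after two days of treatment, nuclei were labelled with the DNA dye Hoechst and imaged, and hits were compounds raising the count of nuclei showing high fluorescence intensity.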
Numbers without * were called inactive; i = inactive; ? = inconclusive; nt = not tested or not shown; & = joins results of further samples; [ ] = dose if it differs, or a comment. Unless noted, calls follow the shape of the dose curve; as a rule, active = well fitted curve in the direction sought with a large enough effect; inconclusive = small, poorly fitted or top-dose-only effect, or another doubt; inactive = no such curve, though single readings can be large; an effect the other way counts as inactive or inconclusive.

Screens in order – D3 ag	HT1080 IDH1KD tx	MCF10A rerep	GLP1R cytotox	KB-3-1 cytotox	KB-V1 cytotox	IL-1B inflam inh	HT1080-NT tox	SW480 rerep
CCc1ccc(OCC(=O)NNC(=S)NC(=O)C2CCCCC2)c(Br)c1
  10	-11%	1%	7%	?	-23%	25	0%	-12%
C/C(=N\NC(=O)c1cccc2ccccc12)c1cccs1
  2	?	-25%	-6%	5%	0%	-1	?	-1%
O=C(NCCN1CCN(c2ccccc2F)CC1)c1ccc2nc3ccccc3c(=O)n2c1
  3	7%	?	-4%	28%	1%	10	2%	?
CN(C(=O)c1cccc(NC(=O)Cc2ccc(NC(=O)C3CCN(C(=O)C4CC4)CC3)cc2)c1)C1CCC1
  4	-1%	-15%	-13%	3%	14%	-7	0%	-4%
CCN(c1ccccc1)S(=O)(=O)c1ccc(Cl)c(NC(=O)CN2CCN(C)CC2)c1
  -16	7%	16µM*	-6%	8%	-16%	1	1%[9.24 µM]	12%
COc1cccc(-c2nnc3sc(-c4cccs4)nn23)c1
  8	4%	13%	-29%	8%	-26%	?	5%	-3%
Cc1cc(C(=O)O[C@H]2[C@H](C)NS(=O)(=O)[C@H]3C[C@@H]4C=C[C@]23O4)cc([N+](=O)[O-])c1
  2	7%	0%	1%	14%&6%	?	7	0%	9%
COCCCNC(=O)c1cc(Sc2ccc(F)cc2)nc2ccccc12
  -9	-13%	0%	8%[1.53 µM]	-2%	?	3	-7%	-8%
COc1ccc(C2OC(=O)CC2C(=O)NCc2ccc(C)cc2)cc1OC (stereo not drawn)
  -2	19%	5%	-18%	30%	?	13	20%	-4%
Cc1cccc(N2CCN(C(=O)CN(C)S(=O)(=O)c3ccc4c(c3)CCC(=O)N4)CC2)c1C
  7	-6%	18%	-25%	-5%	-10%	-18	-6%	-1%
Cc1nn(-c2ccccc2)c2nc(N)c(C#N)c(-c3ccc(O)c(O)c3)c12
  7	?	9%	-20%	?	-24%	-7	?	0%
COc1ccc2c(c1)sc1ncc(C(=O)NCc3ccc(OC(C)C)cc3)c(=O)n12
  5	nt	nt	2%	11%	-1%	nt	nt	nt
COc1cc2c(cc1OC)C(c1ccc(Cl)cc1)N(c1ccc(C)c(F)c1)C(=O)C2 (stereo not drawn)
  -13	nt	nt	-25%	?	?	nt	nt	nt
CCCCNC(=O)C1(C)CCN1C(=O)c1ccc(F)c(C)c1 (stereo not drawn)
  5	14%	nt	-2%	0%	-6%	-3	24%	nt
COc1ccc(-n2c(Cc3cccn3C)nnc2SCC(=O)Nc2cccc(C)c2C)cc1
  1	9%	23%	2%	-5%	1%	-25	2%	-3%
COC(=O)c1cccc(C23CC4(C2)[C@H](CN(Cc2cccnc2)[C@@H]4c2ccccc2)C3c2ccc(Cl)nc2)c1 (stereo partly drawn)
  2	-18%	?	17%	?	-13%	32	-20%	-2%
Cc1[nH]c2ccccc2c1C(=O)NS(=O)(=O)Nc1ccccc1
  2	-6%	?	10%	0%	-12%	11	3%	?
N#CCc1c(C#N)c(N)nc(N2CCN(S(=O)(=O)c3ccccc3F)CC2)c1C#N
  -8	-16%	-2%	7%	-1%	-23%	10	-28%	-2%
CCNc1nc(NC(C)C)nc(NS(=O)(=O)c2ccc(Cl)cc2)n1
  -12	-6%	2%	-11%	-9%	17%	-21	-8%	-1%
Cc1ccsc1/C=C1\SC(N)=NC1=O
  -9	11%	13%	-1%	4%	-3%	-19	8%	-8%
NC(=O)CSc1nc2cccnc2n1-c1ccc(F)cc1
  4	-11%	-3%	3%	0%	16%	4	0%	2%
O=C(Nc1nnc(C2CC2)s1)c1cc([N+](=O)[O-])ccc1N1CCCCC1
  -8	-27%	-1%	-16%	-5%	?	0	-21%	5%
COc1ccc(-n2cc(-c3ccccc3)[n+]3c2CCCCC3)cc1
  2	?	23%	-14%	?	-5%	?	?	?
O=C(C1CCN(S(=O)(=O)c2ccc(Br)s2)CC1)N1CCN(c2cccc(C(F)(F)F)c2)CC1
  -1	nt	nt	-3%	?	?	nt	nt	nt
O=C(Cc1c(F)cccc1Cl)NNC(=O)Nc1ccc2c(c1)OCO2
  5	-1%	-13%	-10%	0%	-6%	i	-5%	-7%
COc1ccccc1/C=N/NC(=O)c1nnn(-c2nonc2N)c1-c1cccs1
  -5	-4%	-1%	9%	4%	-16%	14	-9%	23µM*
CCOc1ccccc1CN1CCNC(=O)C1CC(=O)N(C)C1CCOCC1 (stereo not drawn)
  6	6%	-2%	0%	0%	2%	14	4%	?
Cc1ccc(S(=O)(=O)NC(=O)C2(C)CCN2C(=O)C2CCCCC2)cc1 (stereo not drawn)
  -3	12%	nt	-11%	-8%	-11%	6	20%	nt
COCCN(C(=O)COC(=O)C1CC1)c1c(N)n(Cc2ccccc2)c(=O)[nH]c1=O
  4	6%	5%	0%	-3%	0%	11	6%	-6%
N#CC1=C(N)Oc2cc(Nc3ccccc3)ccc2C1c1ccncc1 (stereo not drawn)
  4	?	?	33%[activator]	?	0%	-78*	?	16µM*

Laid out differently: results already given
SMILES	D3 ag	HT1080 IDH1KD tx	MCF10A rerep	GLP1R cytotox	KB-3-1 cytotox	KB-V1 cytotox	IL-1B inflam inh	HT1080-NT tox	SW480 rerep
Cc1cccc(N2CCN(C(=O)CN(C)S(=O)(=O)c3ccc4c(c3)CCC(=O)N4)CC2)c1C	7	-6%	18%	-25%	-5%	-10%	-18	-6%	-1%
Cc1nn(-c2ccccc2)c2nc(N)c(C#N)c(-c3ccc(O)c(O)c3)c12	7	?	9%	-20%	?	-24%	-7	?	0%
COc1ccc2c(c1)sc1ncc(C(=O)NCc3ccc(OC(C)C)cc3)c(=O)n12	5	nt	nt	2%	11%	-1%	nt	nt	nt

(list continues)
Screens in order – D3 ag	HT1080 IDH1KD tx	MCF10A rerep	GLP1R cytotox	KB-3-1 cytotox	KB-V1 cytotox	IL-1B inflam inh	HT1080-NT tox	SW480 rerep
O=C(NC1CCCC1)c1ccc(CSc2nc3cccnc3n2Cc2ccccc2F)cc1
  -6	nt	nt	-12%	0%	0%	nt	nt	nt
COc1ccc(C(=O)NC2CC2)cc1OC1CCN(Cc2cc(C)cc(C)c2)CC1
  -1	-1%	-6%	?	0%	-27%	i	1%	16%
COC(=O)[C@@]1(Cc2ccccc2)[C@H]2C(=O)N(Cc3ccccc3)C(=O)[C@H]2[C@H]2CN=C(SCC(=O)c3ccccc3)N21
  9	5%	-4%	-27%	-1%	-19%	-14	8%	1%[9.22 µM]
Cc1cc(C)c2c(N)c(C(=O)N/N=C/c3cccs3)sc2n1
  10	?	18µM*	4%	?	-11%	nt	-24%	?
O=C(Nc1ccnc(-c2ccncc2)n1)C1CC1
  2	-3%	-8%	-4%	?	5%	35	1%	-2%
Nc1ncnc2c1ncn2[C@@H]1O[C@H](CNCc2ccccc2OC2OC(CO)C(O)C(O)C2O)[C@@H](O)[C@H]1O (stereo partly drawn)
  12	5%	54%	-10%	0%	0%	6	8%	-22%
O=C1CSC(c2cccc([N+](=O)[O-])c2)N1C1CC2CCC1C2 (stereo not drawn)
  1	-2%	0%	-7%	-2%	-2%	-11	-8%	-12%
CCC(C(=O)NCCN1CCN(C)CC1)n1c(C)c2cnn(-c3ccccc3)c(=O)c2c1C (stereo not drawn)
  -5	0%	2%	-26%	0%	0%	-3	-4%	?
Cc1cc(NC(=O)CCCN2C(=O)/C(=C\c3cccs3)SC2=S)no1
  9	26%	1%	8%	14%	0%	11	23%	-5%
O=C(CSc1nc2nn(-c3ccccc3)c(=O)c-2c2n1CCCCC2)c1ccc(OC(F)F)cc1
  5	1%	8%	1%	1%	-4%	?	4%	-25%
CCOC(=O)c1ccc(Nc2c(CC)c(C)nc3ncnn23)cc1
  3	-3%	?	6%	0%	23µM*	0	1%	1%
O=S(=O)(CS(=O)(=O)c1ccccc1)c1ccccc1
  -9	10%	-14%	-6%	?	0%	3	10%	-10%
COC(=O)c1sccc1NC(=O)c1sccc1C
  7	4%	7%	16%	-2%	7%	0	-5%	3%
O=C(CNC(=O)c1ccco1)NCC(=O)OCc1ccc(C(=O)Oc2ccc(Cl)cc2)cc1
  0	-6%	3%	1%	-7%	9%	-10	-6%	-1%

Four compounds picked at random from the list so far:
Screens in order – D3 ag	HT1080 IDH1KD tx	MCF10A rerep	GLP1R cytotox	KB-3-1 cytotox	KB-V1 cytotox	IL-1B inflam inh	HT1080-NT tox	SW480 rerep
O=S(=O)(CS(=O)(=O)c1ccccc1)c1ccccc1
  -9	10%	-14%	-6%	?	0%	3	10%	-10%
Nc1ncnc2c1ncn2[C@@H]1O[C@H](CNCc2ccccc2OC2OC(CO)C(O)C(O)C2O)[C@@H](O)[C@H]1O (stereo partly drawn)
  12	5%	54%	-10%	0%	0%	6	8%	-22%
COC(=O)[C@@]1(Cc2ccccc2)[C@H]2C(=O)N(Cc3ccccc3)C(=O)[C@H]2[C@H]2CN=C(SCC(=O)c3ccccc3)N21
  9	5%	-4%	-27%	-1%	-19%	-14	8%	1%[9.22 µM]
O=C(CSc1nc2nn(-c3ccccc3)c(=O)c-2c2n1CCCCC2)c1ccc(OC(F)F)cc1
  5	1%	8%	1%	1%	-4%	?	4%	-25%
